High-throughput results from PubChem.
D1 agonist: Allosteric Agonists of the Human D1 Dopamine Receptor: qHTS | HEK293 T-REx D1 cells, calcium flux, agonist mode | activation, % at 2 µM | 1% of 360,000 active; in the data active = activation above about 30%; also: 0% is about no effect
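Tetracycline-induced HEK293 TREx D1 cells, force-coupled to calcium signalling, were dye-loaded with a no-wash calcium kit. Compound was pin-added after a 10 s baseline. Fluorescence was read kinetically at 1 cycle/s for 180 s, with calcium rises flagged as agonism.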
RXFP1 antag: qHTS Assay for Antagonists of the Relaxin Receptor RXFP1; HEK293-RXFP1, relaxin-stimulated cAMP HTRF, 30 min; hits give low values; 0.59% of 350,000 active; AID 1259400, 2018; activity change, negative = inhibition, % at 57.5 µM;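 active = activity change of -60% or lower, but not beyond a set lower limit; inconclusive = change between -60% and -40%, or beyond the set limit; inactive = change above -40%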; also: % is scaled to controls: 0 for no effect and ±100 for the full control effect
Target sequence (Q9HBX9 whole entry, looked up): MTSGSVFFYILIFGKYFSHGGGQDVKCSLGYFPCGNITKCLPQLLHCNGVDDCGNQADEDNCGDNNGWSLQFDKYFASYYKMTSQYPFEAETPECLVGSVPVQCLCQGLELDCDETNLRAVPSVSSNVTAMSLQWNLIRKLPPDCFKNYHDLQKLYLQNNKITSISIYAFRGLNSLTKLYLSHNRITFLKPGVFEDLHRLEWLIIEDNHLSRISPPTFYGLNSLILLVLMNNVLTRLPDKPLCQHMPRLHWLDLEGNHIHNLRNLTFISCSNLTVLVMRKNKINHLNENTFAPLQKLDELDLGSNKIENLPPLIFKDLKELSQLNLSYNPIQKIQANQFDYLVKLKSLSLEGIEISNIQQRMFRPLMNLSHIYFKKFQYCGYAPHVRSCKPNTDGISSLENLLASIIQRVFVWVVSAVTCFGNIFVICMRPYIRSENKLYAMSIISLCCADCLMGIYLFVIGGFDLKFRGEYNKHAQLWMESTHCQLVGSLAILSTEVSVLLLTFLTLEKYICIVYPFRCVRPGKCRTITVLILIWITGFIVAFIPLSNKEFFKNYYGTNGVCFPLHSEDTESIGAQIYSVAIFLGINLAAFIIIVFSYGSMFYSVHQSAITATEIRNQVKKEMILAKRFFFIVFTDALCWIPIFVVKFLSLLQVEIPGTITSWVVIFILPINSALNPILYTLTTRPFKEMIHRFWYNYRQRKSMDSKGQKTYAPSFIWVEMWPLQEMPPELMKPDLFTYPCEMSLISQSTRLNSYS
D2 PAM: HTS Assay for Positive Allosteric Modulators of the Human D2 Dopamine Receptor: Primary Screen for Potentiators; HEK293 T-REx D2, calcium flux, EC20 dopamine potentiation; 0.34% of 340,000 active; AID 485347, 2010; potentiation, % at 10 µM;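 active = potentiation over 3 SD above the plate norm, cut at about 30% in these data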; also: 0% is about no effect
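Calcium flux readout, no-wash dye, 1 read/s. Inducible HEK293 Trex D2 line, overnight 30 C. Compound alone 180 s (agonist flags), then EC20 dopamine, another 180 s to score potentiation.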
RXFP1 agonist: qHTS Assay for Agonists of the Relaxin Receptor RXFP1; Relaxin receptor 1 (Homo sapiens), Q9HBX9; HEK293T-RXFP1 cAMP TR-FRET, 30 min; response scale: percent of porcine relaxin response, buffer zero; Potency, µM (titrated, usually from 57.5 µM), without a hit: at the top dose activation, actives largely listed as activators; 0.3% of 370,000 active; AID 2676, 2010; also: potency is read from the fitted curve at half-maximal effect; % is scaled to controls: 0 for no effect and ±100 for the full control effect; nearly all actives have a fitted effect of over 60% in size; many of its hits are not listed in these tables
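HEK293T cells stably expressing RXFP1 were pretreated with the PDE4 inhibitor Ro 20174, exposed to compounds for 30 min at 37C, lysed, and cAMP was read by TR-FRET. Data normalized to buffer (basal) and 29 nM porcine relaxin (100%).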
Vif-APOBEC3F blk: qHTS for Inhibitors of Vif-A3F Interactions: qHTS; HeLa A3F-eYFP + Vif (tagged APOBEC3F with the HIV-1 protein that degrades it), YFP fluorescence increase; Potency, µM (titrated, usually from 46.1 µM), for the others: at the top dose activity, negative = active; 0.2% of 390,000 active; AID 602313, 2012; also: potency is read from the fitted curve at half-maximal effect; % of control where 0% means no effect; nearly all actives have a fitted effect of over 65% in size
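HeLa cells stably expressing Vif plus C-terminally eYFP-tagged A3F were seeded, incubated overnight at 37 deg C, dosed with compound, incubated overnight again at 37 deg C. Yellow fluorescence (Ex 488/Em 500-530) reported blocked Vif-mediated A3F-eYFP degradation.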
Glioma ERSR ind: qHTS for Inducers of the Endoplasmic Reticulum Stress Response (ERSR) in Human Glioma: qHTS; AID 602332, 2012; U87-MG GRP78 promoter luciferase reporter, 16 h; Potency, µM, inactives show at the top dose activation, most hits filed as activators; 0.02% of 420,000 active; also: potency is read from the fitted curve at half-maximal effect; series mostly up to about 76 µM; % of control where 0% means no effect; nearly all actives have a fitted effect of over 35% in size
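ERSR induction read as luciferase luminescence (Bright-Glo, 10 min at room temperature) in stably transfected human U87-MG glioma cells exposed to compounds for 16 h, using GRP78 as sensor.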
D1 antag: Antagonist of Human D 1 Dopamine Receptor: qHTS. D(1A) dopamine receptor (Homo sapiens), P21728. HEK293 TREx D1 cells, calcium flux, dopamine EC80; hits give low values. activity change, negative = inhibition, % at 10 µM. 3.2% of 360,000 active. AID 504652, 2011; in the data active = activity change below about -30%; also: % is scaled to controls: 0 for no effect and ±100 for the full control effect
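Antagonism measured as reduced calcium response to an EC80 dopamine addition following 180 s compound pre-read; cells were inducible HEK293 Trex D1 plated overnight at 30 C, read kinetically at 1 cycle/sec.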
D1 PAM: Potentiators of Human D1 Dopamine Receptor: qHTS | HEK293 TREx D1 cells, calcium flux, dopamine EC20 potentiation | 0.036% of 360,000 active | potentiation, % at 10 µM; in the data active = potentiation above about 30%; also: 0% is about no effect
Vif-APOBEC3G blk: qHTS for Inhibitors of Vif-A3G Interactions: qHTS; DNA dC->dU-editing enzyme APOBEC-3G (Homo sapiens), Q9HC16; HeLa A3G-eYFP + Vif (tagged APOBEC3G with the HIV-1 protein that degrades it), YFP fluorescence, overnight; Potency, µM (top dose mostly 46.1 µM), without a hit: at the highest dose activity, negative = active, actives largely listed as inhibitors; 0.076% of 410,000 active;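 also: potency is read from the fitted curve at half-maximal effect; % is scaled to controls: 0 for no effect and ±100 for the full control effect; nearly all actives have a fitted effect of over 60% in size; hits raise eYFP signal because A3G escapes Vif-driven loss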
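HeLa cells stably expressing Vif and C-terminally eYFP-tagged A3G, seeded overnight at 37 deg C, then exposed to compound by pintool overnight at 37 deg C. Rise in yellow fluorescence (Ex 488/Em 500-530, Acumen) marks blocked Vif-driven A3G degradation.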
The depositor's hits bear a star; ? = inconclusive; / = no result given. Unless noted, calls follow the shape of the dose curve; as a rule, active = well fitted curve in the direction sought with a large enough effect; inconclusive = small, poorly fitted or top-dose-only effect, or another doubt; inactive = no such curve, though single readings can be large; an effect the other way counts as inactive or inconclusive.

Molecule	D1 agonist	RXFP1 antag	D2 PAM	RXFP1 agonist	Vif-APOBEC3F blk	Glioma ERSR ind	D1 antag	D1 PAM	Vif-APOBEC3G blk
O=C1OCC2=C1C(c1ccc(Cl)cc1)CC(=O)N2c1ccc(F)cc1 (configuration not stated)	2	-14	1	0.6%	6%	-3%	-7	-2	0%
COc1ccc(/C=N/NC(=O)CNS(=O)(=O)c2ccccc2)cc1	0	5	-1	2.6%	0%	-3%	-38*	-6	-7%
CCOc1cc(/C=N\NC(=O)Cn2nnc3ccccc32)ccc1O	2	-13	-7	2.4%	6%	-4%	-25	-7	1%
Cc1c(C(=O)NCc2ccccc2)sc2nc3n(c(=O)c12)CCCCC3	45*	-9	-7	9.8%	-2%	2%	0	-1	-2%
COc1ccccc1CC(=O)Nc1sc2c(c1C(N)=O)CCCC2	2	12	1	-2.3%	10%	-1%	-12	-5	-8%
Cc1ccc(-c2nn(-c3ccccc3)cc2C(=O)Nc2cccc(S(=O)(=O)N3CCOCC3)c2)cc1	10	27	3	-0.7%	3%	-3%	8	-4	2%
O=C(COc1ccccc1)NCC1COc2ccccc2O1 (configuration not stated)	-1	-3	/	0.6%	-7%	-4%	0	-7	0%
Cc1ccc(NC(=O)CC(NCCN2CCOCC2)C(=O)O)cc1Cl (configuration not stated)	1	-5	3	0.2%	3%	0%	3	-2	-4%
CC1CCN(C(=O)c2ccc3c(c2)N(Cc2ccccc2)C(=O)c2ccccc2S3(=O)=O)CC1	7	-10	-11	3.5%	/	/	-5	-3	/
Cn1cc(CCC(=O)NCCCc2ccccc2)c2ccccc21	0	-9	-5	1.2%	0%	-1%	-7	1	-2%
Cc1cc(C)c(C(=O)/C=C/C=C/c2ccccc2)c(=O)[nH]1	8	5	-3	0.5%	-15%	-2%	-2	-7	-4%
O=C1NC(c2ccccc2)=C(c2nc3ccccc3s2)C(c2ccc(O)cc2)N1 (configuration not stated)	5	-33	-4	5.2%	5%	-4%	8	15	-21%
O=C(O)c1ccc2c(c1)C(=O)N(c1ccc(OCc3ccccc3)cc1)C2=O	6	-6	-3	1.2%	0%	-3%	-3	-3	4%
CCCn1c(N)c(C(c2ccc(C(=O)OC)cc2)N2CCN(c3ccccc3)CC2)c(=O)[nH]c1=O (configuration not stated)	2	-8	-8	0.0%	-13%	-2%	2	-1	-1%
C[C@H](NC(=O)c1nc[nH]c1C(=O)N[C@@H](CCCCN)C(=O)OC(C)(C)C)C(=O)OC(C)(C)C	5	/	15	0.8%	0%	0%	-12	-6	-2%
COc1ccccc1C(=O)NCc1ccc(-c2nc3ccccc3s2)cc1	17	4	-2	-1.1%	-14%	-6%	-8	-6	1%
O=C(O)c1ccc(CSc2nc3ccccc3o2)cc1	1	-8	-5	-2.8%	5%	-1%	9	4	-5%
C1=C(c2ccccc2)N2CCN=C2S1	0	3	-6	2.0%	-7%	-2%	/	-2	1%
Cc1ccccc1OCc1nnc(SCC(=O)Nc2ccc3nc(SCC(=O)Nc4ccccc4)sc3c2)n1C	4	0	/	-0.1%	0%	-1%	6	-6	0%
CC(/C=C/C=C/c1ccccc1)=N/NC(=O)CNc1ccc(C)cc1	4	-15	16	3.0%	-4%	2%	-5	-4	0%
CCn1ccnc1CN(C)Cc1nc(-c2ccc(C(=O)OC)cc2)no1	15	5	-8	4.3%	-6%	1%	-9	-8	6%
COc1ccccc1NC(=O)C(C)NS(=O)(=O)c1ccc(F)cc1 (configuration not stated)	1	-1	9	0.5%	-5%	-3%	-4	-2	-7%
CCOC(=O)c1sc(Nc2nc3ccc(OC)cc3s2)cc1C	4	3	-1	2.9%	-14%	-2%	-36*	-4	0%
NC(=O)c1cccnc1Nc1ccccc1F	1	-27	-17	0.1%	-9%	2%	-8	-10	-1%
CC(NS(=O)(=O)CCNC(=O)c1ccccc1)c1ccccc1 (configuration not stated)	1	10	-17	1.8%	1%	-3%	17	-1	-4%
COc1ccc(C2=NN(CC(=O)Nc3cc(C)ccc3C)C(=O)CC2)cc1	0	-5	3	0.4%	0%	2%	-29	0	1%
Cc1cc(C(F)(F)F)nc(SCC(=O)c2cccc([N+](=O)[O-])c2)n1	-1	7	14	2.1%	-1%	-4%	-1	-2	-11%
O=C(Cn1ncc(N2CCCC2)c(Br)c1=O)c1ccc(Cl)cc1	0	-5	14	2.3%	-12%	0%	-22	5	1%
CCN1CCCC1CNC(=O)c1[nH]c2ccc(OC)cc2c1C (configuration not stated)	4	-9	-35	0.7%	-5%	1%	-15	-7	-5%
CCn1cc(-c2nnnn2-c2ccc(Cl)cc2)c(=O)c2ccccc21	0	17	38*	1.5%	1%	-2%	-2	4	1%
CCCOC(=O)c1ccc(NC(=O)/C=C/c2cccs2)cc1	8	-23	-1	2.4%	-8%	-3%	-43*	-2	1%
CC(C)(Oc1ccc(Cl)cc1)C(=O)NCC(c1ccco1)N1CCCCC1 (configuration not stated)	0	-29	2	0.3%	-4%	-4%	-18	-6	0%
Cc1ccc(C)n1NC(=O)c1ccccc1	2	-16	14	3.2%	/	-3%	-13	-5	-1%
Cc1cc(Cl)ccc1OCC(=O)NCCC(=O)O	2	6	19	1.6%	-2%	-2%	0	16	-3%
O=C(c1cc(C2CC2)nn1-c1ccccc1)N1CCN(S(=O)(=O)c2c(F)cccc2F)CC1	4	-6	/	0.3%	2%	-5%	5	-8	-5%
COc1ccccc1N1CCN(C2CCN(C(=O)c3cccs3)CC2)CC1	-2	2	-14	-0.2%	-2%	-7%	6	4	2%
COc1c([N+](=O)[O-])c(=O)n(-c2ccccc2)c2ccccc12	2	1	-6	1.2%	3%	-1%	-8	1	1%
Cc1cccc(NC(=S)N2CCC(N(C)CC3CCCO3)CC2)c1C (configuration not stated)	2	-13	-5	0.1%	-3%	-2%	-6	-4	-1%
Cc1ccc2nc(SCC(=O)NCc3ccco3)c(C#N)cc2c1	0	-9	/	?	-4%	0%	7	-4	-1%
CC(C)c1ccc(NC(=O)NCc2cccnc2)cc1	1	1	-5	0.2%	-15%	-2%	17	1	0%
COc1ccc(CCn2c3c(c(=O)[nH]c2=O)C(NC(=O)c2ccc(Cl)cc2)(C(F)(F)F)C(=O)N3)cc1OC (configuration not stated)	1	/	-5	2.2%	-6%	-2%	1	1	-4%
CC(C)CC1NC(=O)c2cc3ccccc3cc2-n2c1nc1ccc(Cl)cc1c2=O (configuration not stated)	/	-16	/	/	-1%	-3%	/	/	-5%
CC(=O)Nc1ccc(S(=O)(=O)NCc2nc(-c3cccc(C)c3)no2)cc1	2	5	8	-0.5%	?	-8%	-5	-3	?
O=S(=O)(Nc1cc(S(=O)(=O)N2CCOCC2)ccc1NCC1CCCO1)c1ccc(F)cc1 (configuration not stated)	3	-6	-25	-0.2%	-16%	-5%	16	/	-3%
Cc1ncc(C23CC4CC(CC(C4)C2)C3)[nH]1	7	/	6	1.2%	0%	-7%	9	5	0%
COc1ccc(C(C(=O)NC2CCCCC2)N(C(=O)c2sc(C)nc2C)c2ccccc2C)cc1 (configuration not stated)	4	-11	12	-0.7%	0%	-2%	4	0	1%
COc1ccccc1S(=O)(=O)Cc1ccc(C(=O)N2CCN(c3ccccc3)CC2)o1	4	-16	-3	-3.1%	6%	-3%	-8	-4	-9%
Cc1ccc(-c2nnc(Nc3cccc(Cl)c3)c3ccccc23)cc1S(=O)(=O)N1CCN(C)CC1	1	-10	5	-0.1%	-2%	-3%	-27	-1	-4%
Cc1onc(-c2ccccc2)c1C(=O)OCC(=O)c1ccccc1	4	-5	8	-1.0%	4%	-2%	-23	-5	-2%
CCOc1ccc(-c2nnc(SCC(=O)c3ccc(Br)cc3)n2-c2ccccc2)cc1	1	/	0	?	-6%	-3%	-5	-2	3%

Next part.
Molecule	D1 agonist	RXFP1 antag	D2 PAM	RXFP1 agonist	Vif-APOBEC3F blk	Glioma ERSR ind	D1 antag	D1 PAM	Vif-APOBEC3G blk
O=C(NCCCN1CCOCC1)C1(c2ccccc2)CCCC1	4	-19	2	0.1%	-4%	-4%	-2	4	-8%
CC(NC(=O)C(C)(C)C)C(c1cccs1)N1CCN(Cc2ccccc2)CC1 (configuration not stated)	-1	-3	-7	-0.5%	1%	-2%	1	-1	-1%
O=C(CSc1nnnn1-c1cccc2ccccc12)NC(C(=O)O)(c1ccccc1)c1ccccc1	7	3	11	-0.9%	4%	-4%	-7	1	-5%
CC(C)C1N=C(c2ccc3c(c2)OCO3)CC(c2ccccc2O)N1 (configuration not stated)	13	/	2	-1.6%	0%	?	-3	-6	?
O=c1c(Cc2ccc(Cl)cc2)c(O)ccn1Cc1cccc(Cl)c1	8	-5	11	-0.6%	-7%	-4%	-23	-21	-6%
Cc1ccc(CN2C(=O)CCC2C(=O)NCC2CCCO2)cc1 (configuration not stated)	2	-2	/	1.3%	5%	-2%	7	-2	-1%
CSc1ncc(CO)n1Cc1ccccc1	4	-8	-5	-0.8%	-8%	-5%	11	-1	1%
CC(C)(C)n1[nH]c2c3c(ccc2c1=O)C(=O)c1ccccc1C3=O	-1	-9	3	-3.2%	/	-7%	0	-3	0%

3 compounds already listed, ordered by SMILES length, falling.
Molecule	D1 agonist	RXFP1 antag	D2 PAM	RXFP1 agonist	Vif-APOBEC3F blk	Glioma ERSR ind	D1 antag	D1 PAM	Vif-APOBEC3G blk
O=C(CSc1nnnn1-c1cccc2ccccc12)NC(C(=O)O)(c1ccccc1)c1ccccc1	7	3	11	-0.9%	4%	-4%	-7	1	-5%
CC(C)(C)n1[nH]c2c3c(ccc2c1=O)C(=O)c1ccccc1C3=O	-1	-9	3	-3.2%	/	-7%	0	-3	0%
CC(C)C1N=C(c2ccc3c(c2)OCO3)CC(c2ccccc2O)N1 (configuration not stated)	13	/	2	-1.6%	0%	?	-3	-6	?

An excerpt; the hit share may differ from the screen's.
